LYPLA1 inh: LYPLA1 (human) inhibition in PME1 counter-screen; recombinant LYPLA1, FP-Rh probe fluorescence polarization; hit rate 0.16% among 320,000; inhibition, % at 5.9 µM; AID 2174; O75608;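 active = inhibition above the mean of all tested compounds plus 3 SD, set per campaign, cut at about 14% in these data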;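 note: inhibitors block serine hydrolase probe labeling of LYPLA1 so polarization falls; 0% = enzyme with DMSO and 100% = wells lacking LYPLA1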
Target sequence (O75608 whole entry, looked up): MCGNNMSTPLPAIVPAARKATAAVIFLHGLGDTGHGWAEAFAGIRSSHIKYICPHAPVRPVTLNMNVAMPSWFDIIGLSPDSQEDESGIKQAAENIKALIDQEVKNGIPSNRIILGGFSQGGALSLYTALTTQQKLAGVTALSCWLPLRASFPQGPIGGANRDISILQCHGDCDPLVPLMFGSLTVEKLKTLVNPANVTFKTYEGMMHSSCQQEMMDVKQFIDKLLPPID
LYPLA2 counter: blocks human lysophospholipase 2, a PME1 counter-screen | recombinant LYPLA2, FP-Rh probe fluorescence polarization | inhibition, % at 5.9 µM | hit rate 0.38% among 320,000 | AID 2177;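 active = inhibition above the screen-wide mean plus 3 SD, limit set per campaign, cut at about 26% in these data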;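 note: 0% = LYPLA2 with DMSO and 100% = wells lacking LYPLA2 enzyme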
Target sequence (O95372 whole entry, looked up): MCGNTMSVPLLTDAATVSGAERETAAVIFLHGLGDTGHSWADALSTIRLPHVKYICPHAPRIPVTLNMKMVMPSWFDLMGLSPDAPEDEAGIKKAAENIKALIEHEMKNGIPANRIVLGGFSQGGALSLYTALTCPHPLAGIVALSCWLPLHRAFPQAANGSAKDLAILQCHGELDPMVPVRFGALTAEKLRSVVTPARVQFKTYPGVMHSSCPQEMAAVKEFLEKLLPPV
EBNA-1 inh: blocks EBNA-1 binding to DNA; EBNA-1 DNA binding, fluorescence polarization; inhibition, % at 14.8 µM; hit rate 0.34% among 300,000; in the data active = inhibition above about 28%
PAFAH1B2 FP inh: blocks human PAF acetylhydrolase 1b catalytic subunit 2; hit rate 1.2% among 340,000; recombinant PAFAH1B2, FP-rhodamine activity probe, fluorescence polarization; AID 492953; inhibition, % at 3.39 µM; P68402;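 active = inhibition above the mean of all tested compounds plus 3 SD, cut at about 24% in these data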;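 note: 0% = enzyme with DMSO and 100% = wells lacking PAFAH1B2; many of its hits are not listed in these tables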
Target sequence (P68402 whole entry, looked up): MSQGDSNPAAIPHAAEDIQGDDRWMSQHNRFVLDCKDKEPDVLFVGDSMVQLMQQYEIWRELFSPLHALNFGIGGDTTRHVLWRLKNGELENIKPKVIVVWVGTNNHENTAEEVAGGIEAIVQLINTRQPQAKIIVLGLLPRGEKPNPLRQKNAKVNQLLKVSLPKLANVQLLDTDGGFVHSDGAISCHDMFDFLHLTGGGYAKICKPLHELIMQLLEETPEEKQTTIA
pPAFAH inh: inhibitors of human plasma PAF acetylhydrolase (pPAFAH) | hit rate 1.5% among 330,000 | Q13093 | inhibition, % at 3.39 µM | recombinant pPAFAH, FP-rhodamine probe fluorescence polarization;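 active = inhibition above the mean inhibition across the screen plus 3 SD, cut at about 25% in these data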;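 note: inhibitors block binding of the rhodamine activity-based probe so polarization drops; 0% = enzyme with DMSO and 100% = wells lacking pPAFAH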
PAFAH1B3 inh: inhibitors of human PAFAH1B3; Q15102; recombinant PAFAH1B3, FP-rhodamine probe, fluorescence polarization; inhibition, % at 3.39 µM; hit rate 0.28% among 340,000; AID 492972;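 active = inhibition above the screen-wide average of all tested compounds plus 3 SD, cut at about 25% in these data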;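 note: 0% = enzyme with DMSO only and 100% = wells lacking PAFAH1B3 protein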
PAFAH2 FP inh: inhibitors of human PAFAH2. Q99487. recombinant PAFAH2, FP-rhodamine activity probe, fluorescence polarization. inhibition, % at 3.39 µM. hit rate 0.99% among 340,000. AID 492956;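 active = inhibition above the mean over all tested compounds plus 3 SD, cut at about 30% in these data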;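 note: inhibitors block probe labeling of enzyme so polarization drops; 0% = enzyme with DMSO and 100% = wells lacking PAFAH2 protein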
PREPL inh: human PREPL enzyme inhibition. recombinant PREPL, fluorescence polarization activity-based probe. inhibition, % at 5.96 µM. hit rate 0.68% among 320,000. AID 2751; in the data active = inhibition above about 43%;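 note: 0% = enzyme with DMSO and 100% = wells lacking enzyme; many of its hits are not listed in these tables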
ZTA DNA inh: ZTA (EBV) inhibition in EBNA-1 counter-screen; hit rate 0.15% among 320,000; ZTA-DNA binding, fluorescence polarization; AID 2234; inhibition, % at 11 µM; P03206; in the data active = inhibition above about 33%
Target sequence (P03206 whole entry, looked up): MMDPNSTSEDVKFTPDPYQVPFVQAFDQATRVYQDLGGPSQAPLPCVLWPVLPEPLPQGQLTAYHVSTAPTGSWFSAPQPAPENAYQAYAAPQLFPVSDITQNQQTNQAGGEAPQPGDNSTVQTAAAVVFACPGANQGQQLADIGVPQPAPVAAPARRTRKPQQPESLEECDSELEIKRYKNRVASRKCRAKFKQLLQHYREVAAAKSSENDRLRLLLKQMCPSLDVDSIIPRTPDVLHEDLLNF
Numbers without * were called inactive; . = no result given.

SMILES	LYPLA1 inh	LYPLA2 counter	EBNA-1 inh	PAFAH1B2 FP inh	pPAFAH inh	PAFAH1B3 inh	PAFAH2 FP inh	PREPL inh	ZTA DNA inh
COc1ccc(C2(O)CN(c3ccccc3)C3=[N+]2CCS3)cc1OC (stereo not given)	1.5	0.6	-5.4	7.2	-0.1	4.7	0.1	15.7	13.7
CCOC(=O)CSc1ncnc2c1sc1nc(N3CCOCC3)c3c(c12)CCCC3	-3.1	4.2	-11.5	-7.5	0.7	8.4	-2.7	0.1	-3.3
Cc1ccc([N+](=O)[O-])c(C(=O)Nc2cccnc2Cl)c1	-0.1	3.5	-2.6	-1.0	-0.1	7.8	-5.8	8.5	12.5
CCC(C)[C@H](NC(=O)N1CCN(C)CC1)C(=O)OC (stereo not given in full)	-3.0	-6.7	6.3	8.1	5.1	8.8	-3.4	0.5	12.1
COc1ccc(Cl)cc1NC(=O)CN(C)C(=O)c1cccc(-n2cnnn2)c1	1.2	1.7	.	7.5	2.0	-2.8	-7.9	3.8	-14.8
Oc1c(Br)cc(Br)cc1C=Nc1ccc2c(c1)OCCO2	2.5	5.3	2.8	7.1	6.2	12.3	-1.6	9.9	19.0
COc1ccc(/C=C/c2c([N+](=O)[O-])c(=O)n(C)c(=O)n2C)cc1	1.7	10.8	3.2	1.2	-4.1	8.4	-1.8	-12.1	7.4
O=c1[nH]c(=S)ccn1C1OC(CO)C(O)C1O (stereo not given)	-2.2	1.9	-7.2	2.6	2.2	5.8	2.7	13.6	-6.0
CN1CCN(c2ccccc2NC(=O)c2ccccc2F)CC1	-1.3	-1.1	2.2	4.9	3.1	7.2	2.3	-2.4	-2.0
O=C(c1ccccc1)c1cc([N+](=O)[O-])ccc1N1CCOCC1	-0.2	1.6	-8.1	-4.0	-9.6	-1.6	-1.3	3.6	-10.9
CSc1nnnn1-c1c(C)cc(C)cc1C	1.3	-1.7	0.5	5.0	3.3	0.2	-2.2	-4.9	-0.7
CCOc1ccc2[nH]c(=O)c(CN(CCO)C(=O)c3ccc(Br)cc3)cc2c1	-1.5	0.9	-8.9	1.5	1.6	11.3	-1.7	4.6	-3.2
C=CC[N+](C)(C)CCN1C(=O)C2C(c3ccccc3)C=CC(c3ccccc3)C2C1=O (stereo not given)	-3.5	5.3	8.8	4.0	0.4	2.2	1.6	6.9	6.8
N#Cc1nc(-c2ccccc2)oc1N1CCCCC1	-1.9	-5.3	-2.5	8.0	1.2	13.4	6.3	1.6	-0.9
CS(=O)(=O)N(CC(=O)N1CCN(Cc2ccc3c(c2)OCO3)CC1)c1ccc2c(c1)OCO2	3.5	5.7	2.4	-7.1	2.1	7.2	-3.2	9.3	-4.5
Cc1cc(NC(=O)COC(=O)Cn2c(C)csc2=O)ccc1Br	1.7	-2.0	18.1	1.3	5.3	-1.8	-2.7	-8.3	1.8
Cc1c(C(c2cccc([N+](=O)[O-])c2O)c2c(C)n(C)n(-c3ccccc3)c2=O)c(=O)n(-c2ccccc2)n1C	-0.6	8.1	1.7	-0.2	0.8	6.6	-7.0	1.5	1.1
COCCNC(=O)c1cccc(OC2CCN(Cc3ccccc3OCCO)CC2)c1	0.8	2.3	4.0	7.0	7.8	6.2	-0.5	0.6	-8.2
OCCSc1nc(-c2ccccc2)nc2c1CCC2	-0.7	4.2	1.5	-0.8	-2.2	-1.4	1.6	3.8	-6.8
NNC(=O)C(=O)/C=C1\NC2(CCCC2)Cc2ccccc21	-2.9	-1.4	-3.8	.	2.4	.	.	3.4	-2.1
O=C(COC(=O)c1ccccc1Nc1ccccc1)NCc1ccccc1	-1.7	-0.1	-7.0	-1.4	3.6	0.1	3.9	4.2	-8.4
COc1ccc(NC(=O)CCc2c(C)nc3nc(CNC(=O)c4cccc(F)c4)nn3c2C)cc1OC	-0.1	-0.1	1.7	6.0	5.8	4.7	13.3	11.1	-14.1
Cc1ccc(C(=O)Nc2ccc(S(=O)(=O)N3CCCC3)cc2)o1	4.1	5.0	-2.4	7.0	-0.3	2.5	-2.0	8.8	-1.9
CC(=O)NC(=S)Nc1cccc2c(C)cc(C)nc12	0.3	3.7	6.0	-4.1	-0.7	-3.4	3.6	18.1	1.6
NS(=O)(=O)c1ccc(NC(=O)Cn2ncc3c2-c2ccccc2OC3)cc1	1.6	0.1	-1.4	2.1	-5.6	6.9	5.2	-0.2	1.9
CCOC(=O)C1=C(c2ccccc2)NC(=O)NC1c1ccc(OC)cc1 (stereo not given)	0.2	-0.6	1.4	-1.4	-1.9	-1.7	1.9	15.8	-10.8
COc1ccccc1CN1CCN(Cc2nc(-c3ccc(C)cc3)oc2C)CC1	-3.3	-5.7	12.4	-0.2	1.6	-2.1	2.5	-5.6	-6.8
Cc1cccc(C(C)Nc2ccc([N+](=O)[O-])cn2)c1 (stereo not given)	-2.4	4.4	-8.1	5.5	3.3	-2.2	-1.4	-6.1	15.3
COC(=O)[C@@]1(C)[C@H]2C(=O)N(C)C(=O)[C@H]2[C@H]2CN=C(SCc3ccc(Cl)cc3)N21	.	.	.	29.1*	4.3	1.1	-1.8	.	.
Cc1ccccc1-c1nnc2c3ccccc3c(C)nn12	3.3	-4.0	0.6	4.0	1.6	11.0	-3.5	5.1	7.1
O=C(CN1CCCCC1)NCCNC(=O)CN1CCCCC1	-1.2	10.8	6.3	2.1	1.4	4.1	-1.9	8.5	-4.0
COc1cc(S(=O)(=O)NCCCn2ccnc2)ccc1F	-0.8	2.9	-4.6	1.7	2.9	24.2	-4.3	4.1	-7.0
Cc1cnn(CCC(=O)NNC(=S)Nc2ccc(F)cc2)c1	2.1	-5.4	-11.3	2.3	7.8	-0.3	-3.9	-2.6	-10.6
O=C(Nc1cc(S(=O)(=O)N2CCCC2)ccc1Cl)c1cc(F)c(F)c(F)c1F	.	.	.	2.6	4.7	4.5	3.4	6.8	.
CCOC(=O)N1CCC(NC(=O)c2ccc3c(c2)N=C(CC)c2ccccc2S3)CC1	-2.3	3.1	9.4	-0.1	2.0	3.5	-0.9	-3.5	1.9
CC(c1nc2ccccc2c(=O)[nH]1)N1CCCN(S(=O)(=O)c2ccc(F)cc2)CC1 (stereo not given)	4.3	8.0	.	1.3	0.1	0.1	7.4	0.7	-6.2
COc1ccc(C(=O)CC2OC(=O)c3c2ccc(OC)c3OC)cc1 (stereo not given)	-6.6	-2.5	2.8	-1.6	-2.9	7.1	0.8	-4.0	-0.9
CC1CC(C)CN(C(=O)c2cc(-c3ccncc3)nc3ccccc23)C1 (stereo not given)	0.9	0.8	-0.5	0.5	-0.3	-0.4	5.4	3.0	-5.1
CN(/N=C/c1ccc([N+](=O)[O-])o1)c1ccccc1	-3.2	2.3	2.0	0.6	-2.0	6.1	1.4	-1.2	10.3
CCCCOc1cccc(C(=O)NC(=S)Nc2cccc(C(F)(F)F)c2)c1	-9.5	-11.0	-0.2	-1.7	3.2	-1.9	-7.7	-2.9	12.8
O=C(COc1ccccc1)NCC(=O)Nc1cccc(S(=O)(=O)NC2=NCCC2)c1	-1.3	3.0	3.9	-2.5	3.3	5.7	1.3	1.9	8.0
Cc1ccc(NC(=S)NCCc2ccc(S(N)(=O)=O)cc2)cc1C	0.4	-1.2	2.3	4.6	2.3	4.9	-2.2	-6.0	-9.9
COc1ccc(NC(=O)c2ccc3c(c2)C(=O)N(Cc2ccncc2)C3=O)cc1S(N)(=O)=O	.	.	.	3.0	1.9	4.1	-5.8	-3.5	.
CCn1c(SCC(=O)Nc2ccc3c(c2)OCO3)nnc1-c1cnccn1	4.1	-8.0	3.2	-2.8	-1.2	5.0	-2.2	6.0	0.3
CCc1nonc1NC(=O)COc1ccc(Cl)c(C)c1	2.5	-2.7	-2.2	-0.7	-1.9	2.8	-2.1	-16.4	-5.6
COc1ccc(S(=O)(=O)N(C)CC(=O)Nc2cccc(C(C)=O)c2)cc1C	-3.2	-2.1	-2.8	-8.1	-2.5	0.9	-4.2	5.3	3.8
Cc1cc(C)n2nc(CC(=O)NC3CCCC(C)C3C)nc2n1 (stereo not given)	3.3	1.5	-9.6	5.7	-2.5	3.7	-1.4	13.2	-6.2
Cn1cc(S(=O)(=O)Cc2ccc(F)cc2)c2ccccc21	-0.9	-0.4	3.5	7.1	7.4	3.1	3.5	-1.5	6.2

By substructure, the entries above containing bromine.
SMILES	LYPLA1 inh	LYPLA2 counter	EBNA-1 inh	PAFAH1B2 FP inh	pPAFAH inh	PAFAH1B3 inh	PAFAH2 FP inh	PREPL inh	ZTA DNA inh
Oc1c(Br)cc(Br)cc1C=Nc1ccc2c(c1)OCCO2	2.5	5.3	2.8	7.1	6.2	12.3	-1.6	9.9	19.0
CCOc1ccc2[nH]c(=O)c(CN(CCO)C(=O)c3ccc(Br)cc3)cc2c1	-1.5	0.9	-8.9	1.5	1.6	11.3	-1.7	4.6	-3.2
Cc1cc(NC(=O)COC(=O)Cn2c(C)csc2=O)ccc1Br	1.7	-2.0	18.1	1.3	5.3	-1.8	-2.7	-8.3	1.8

Continuation:
SMILES	LYPLA1 inh	LYPLA2 counter	EBNA-1 inh	PAFAH1B2 FP inh	pPAFAH inh	PAFAH1B3 inh	PAFAH2 FP inh	PREPL inh	ZTA DNA inh
Cc1ccc(NC(=O)CSc2nnc(-c3cccnc3)n2CCN2CCCCC2)cc1	-0.3	0.2	-1.9	0.9	6.4	4.9	2.6	14.9	-3.6
CC(C)(C)NC(=O)CN(C(=O)CS(=O)CC(=O)Nc1ccc(F)cc1)c1cccc(F)c1 (stereo not given)	1.2	-4.5	-18.4	4.5	0.6	12.3	6.6	17.5	-2.4
O=C(NCc1cn(-c2ccccc2)nc1-c1ccccc1)c1ccc([N+](=O)[O-])cc1	-12.2	-0.2	-1.3	-0.1	4.9	2.3	-1.7	3.3	3.3
COc1ccccc1-c1c(C#N)c(N)nc2c1CCc1ccccc1-2	-8.5	-13.3	-3.5	-8.0	0.0	-4.7	-11.6	8.7	-1.5
CN(c1ccccc1)S(=O)(=O)c1cccc(NC(=O)Cc2c(F)cccc2Cl)c1	-15.1	-36.6	-1.2	-3.0	-6.4	2.0	-11.1	-13.8	5.9
Cc1cc(C)n(CCc2nc(-c3ccc(-c4ccccc4)cc3)cs2)n1	-1.1	-1.6	4.0	2.1	2.9	6.7	-0.3	-2.0	-12.2
N#C/C(=C\c1ccccc1Br)C(=O)NC1CC1	0.6	-2.4	4.2	5.4	-5.2	11.0	1.2	5.8	-9.6
O=C(O)c1ccc(NC(=S)NC(NC(=O)c2ccco2)C(Cl)(Cl)Cl)cc1 (stereo not given)	-0.5	0.4	3.0	5.5	6.3	11.4	-4.2	1.7	11.1
O=[N+]([O-])c1ccc(N2CCN(C(=S)Nc3ccccc3)CC2)cc1	1.3	1.4	-2.2	1.1	6.7	-1.7	-1.4	-10.8	-2.9
Cc1ccccc1Cn1ccc(-c2ccc3c(c2)OCO3)n1	2.7	10.3	7.6	2.5	5.8	4.2	-2.0	0.9	-9.2
COc1ccc(NC(=O)CCNC(=O)Cn2cnc3ccccc3c2=O)c(OC)c1	-2.1	1.5	-7.6	4.6	2.5	-1.5	5.7	19.0	-17.7
O=C(Nc1ccc(N2CCOCC2)cc1)c1ccc(Cl)nc1	-3.0	3.6	9.8	3.5	-0.1	2.5	18.4	10.3	-3.8
CCC(C)NC(=O)C1CCC(CNS(=O)(=O)c2ccc3c(c2)CC(C)N3C(C)=O)CC1 (stereo not given)	3.4	4.9	2.7	5.3	0.6	7.4	2.1	0.1	16.1
O=C(Cc1cccc2ccccc12)N/N=C/c1ccncc1	0.8	6.0	5.3	3.3	-0.4	1.5	-4.5	6.0	-5.4
Cc1cc2c3c(c1C)C1(C(=O)N3C(C)(C)CC2C)C(C#N)=C(N)Oc2n[nH]c(C)c21 (stereo not given)	-2.6	6.6	7.0	2.4	-2.3	2.4	-4.6	19.3	-3.2
O=C(NC1CCCCC1)c1ccc(-c2ccccc2F)o1	.	.	.	2.5	8.4	11.9	0.7	24.6	.

Source: PubChem

The list is partial. The share of hits here may be higher or lower than overall.
